Assay outcomes as filed in PubChem.
PTAP-TSG101 blk – TSG101-PTAP interaction inhibition, HIV-1 budding. Fluorescence polarization, FITC-PTAP peptide/Tsg101, 20 min. Potency, µM (top dose mostly 115 µM), for inactives: at the top dose activity change, negative = inhibition, most hits filed as inhibitors. Q99816. 44,000 tested, under 10 active; also: potency is read from the fitted curve at half-maximal effect; 0% is about no effect
Target sequence (Q99816 whole entry, looked up): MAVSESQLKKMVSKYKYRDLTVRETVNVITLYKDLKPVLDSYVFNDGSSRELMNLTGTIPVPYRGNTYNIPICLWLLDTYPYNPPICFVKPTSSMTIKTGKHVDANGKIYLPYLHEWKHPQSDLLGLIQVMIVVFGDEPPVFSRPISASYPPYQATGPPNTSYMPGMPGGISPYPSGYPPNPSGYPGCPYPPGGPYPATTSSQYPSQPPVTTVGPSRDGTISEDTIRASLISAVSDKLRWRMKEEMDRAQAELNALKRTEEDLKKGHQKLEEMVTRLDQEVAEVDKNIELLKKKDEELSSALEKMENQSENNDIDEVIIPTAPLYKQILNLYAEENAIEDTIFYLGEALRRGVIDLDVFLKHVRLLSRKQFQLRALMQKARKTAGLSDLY
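Read-out is FITC fluorescence polarization. Compounds were added to Tsg101 binding domain (10 uM final), then FITC-PTAP peptide (50 nM final), 20 min at r.t. Total S+P intensity flags fluorescent compounds.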
B2AR arrestin ag – ADRB2 beta-arrestin recruitment | 44,000 tested, under 10 active | Potency, µM (doses to about 46.1 µM), for inactives: top-dose activation, hits mostly activators | HTLA Tango cells, beta-arrestin recruitment, luciferase luminescence, 18 h | P07550;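 also: potency is read from the fitted curve at half-maximal effect; 0% = DMSO and full agonism = EC100 isoproterenol or metaproterenol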
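First, Tango cells carrying beta2-AR and beta-arrestin fusions received compound up to 46 microM. After 18 hr at 37 degrees C, luciferase substrate was added for 15 minutes, then luminescence gave %Activity for curve fitting.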
FH mod – Identification of activators of human fumarate hydratase by quantitative high-throughput screening; Fumarate hydratase, mitochondrial (Homo sapiens), P07954; FH coupled MDH/diaphorase resazurin fluorescence, 15 min; Potency, µM (top dose mostly 79.9 µM), for inactives: top-dose activity change, negative = inhibition, actives largely listed as inhibitors; 0.22% of 54,000 active; also: potency is read from the fitted curve at half-maximal effect; % is scaled to controls: 0 for no effect and ±100 for the full control effect; the screen sought activators but most active calls are inhibition curves; nearly all actives have a fitted effect of over 45% in size
GALK inh – inhibits human galactokinase; AID 1347072; Potency, µM (titrated, usually from 57.5 µM), inactives show at the top dose activity, negative = inhibition, most hits filed as inhibitors; recombinant GALK, Kinase-Glo ATP luminescence, 1 h; 44,000 tested, under 10 active; P51570;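 also: plate controls were full GALK reaction for no effect and reaction lacking GALK for full effect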
Target sequence (P51570 whole entry, looked up): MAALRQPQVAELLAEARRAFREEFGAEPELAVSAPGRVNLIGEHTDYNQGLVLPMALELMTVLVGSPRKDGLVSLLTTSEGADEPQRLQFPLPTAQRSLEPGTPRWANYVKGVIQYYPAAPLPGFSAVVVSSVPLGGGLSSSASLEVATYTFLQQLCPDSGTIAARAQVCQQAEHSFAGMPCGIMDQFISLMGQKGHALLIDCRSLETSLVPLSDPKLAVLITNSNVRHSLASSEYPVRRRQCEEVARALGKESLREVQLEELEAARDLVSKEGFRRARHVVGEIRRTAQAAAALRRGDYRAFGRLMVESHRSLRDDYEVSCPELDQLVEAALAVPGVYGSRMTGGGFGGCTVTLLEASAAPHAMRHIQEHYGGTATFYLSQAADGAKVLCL
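Luminescent ATP-depletion readout (Kinase-Glo Plus) after 1 h room-temperature incubation of human GALK (5 nM) with galactose 100 µM and ATP 35 µM, pH 8.0 HEPES/Mg2+ buffer; compounds tested in qHTS format.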
p53null 32C kill – selectivity test: cytotoxicity in p53 null cells, permissive temperature; H1299-neo p53 null cells, ATP luminescence, 24 h, 32C; Potency, µM (series often up to 46.1 µM), inactives show top-dose activity change, negative = cytotoxicity, usual class: cytotoxic; AID 903; 0.62% of 55,000 active;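 also: potency is read from the fitted curve at half-maximal effect; 0% = DMSO only and -100% = full killing by 100 µM tamoxifen; nearly all actives have a fitted effect of over 55% in size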
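ATP-content luminescence in p53-null H1299-neo cells after 24 h compound exposure (up to 46 uM) at 32C permissive temperature; 0% and 100% killing set by DMSO and 100 uM tamoxifen; Hill-equation AC50.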
p53null 39C tox – p53 null cell cytotoxicity, nonpermissive temperature; H1299 p53-null (neo) cells, 39C, ATPlite viability, 24 h; AID 904; Potency, µM (series often up to 46.1 µM), inactives show top-dose activity, negative = cell killing, most hits filed as cytotoxic; 0.97% of 55,000 active;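 also: potency is read from the fitted curve at half-maximal effect; 0% = DMSO only and -100% = full killing by 100 µM tamoxifen; nearly all actives have a fitted effect of over 50% in size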
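ATP-luminescence viability readout (ATPlite, 20 min RT) after 24 hr compound treatment at 39C of H1299-neo or H1299-p53A138V cells; titration up to 46 uM; normalized to DMSO and 100 uM tamoxifen; Hill-fit AC50.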
NTMT1 inh – inhibitors of human N-terminal methyltransferase NTMT1; AID 1645870; Potency, µM (titrated, usually from 114 µM), without a hit: at the top dose activity change, negative = inhibition, most hits filed as inhibitors; 2.5% of 59,000 active; Q9BV86; NTMT1 MTase-Glo SAH luminescence, purified enzyme;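 also: potency is read from the fitted curve at half-maximal effect; plate controls were DMSO vehicle for no effect and no enzyme for full effect; nearly all actives have a fitted effect of over 65% in size; many of its hits are not listed in these tables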
Target sequence (Q9BV86 whole entry, looked up): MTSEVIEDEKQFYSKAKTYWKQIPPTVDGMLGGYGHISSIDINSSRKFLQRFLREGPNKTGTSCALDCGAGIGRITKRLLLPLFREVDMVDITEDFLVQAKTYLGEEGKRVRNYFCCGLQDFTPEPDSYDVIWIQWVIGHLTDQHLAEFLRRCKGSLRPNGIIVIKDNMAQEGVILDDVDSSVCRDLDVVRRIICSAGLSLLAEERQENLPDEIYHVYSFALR
An asterisk follows results filed as active; ? = inconclusive; / = not tested or not shown; & = joins results of further samples; [ ] = another dose, or the depositor's remark. Calls follow the shape of the dose curve; as a rule, active = well fitted curve in the direction sought with a large enough effect; inconclusive = small, poorly fitted or top-dose-only effect, or another doubt; inactive = no such curve, though single readings can be large; an effect the other way counts as inactive or inconclusive.

SMILES	PTAP-TSG101 blk	B2AR arrestin ag	FH mod	GALK inh	p53null 32C kill	p53null 39C tox	NTMT1 inh
CCc1ccc(C2CC(=O)Nc3c2c(=O)nc2c(C)cccn32)cc1 (centres undefined)	-4.7%	-0.1%	4.9%	0.7%	-6.7%	-7.7%	5.6%
COCCNC(=O)Cn1c(=O)n(CCCCCC(=O)Nc2ccccc2)c(=O)c2sccc21	-1.1%	0.8%	3.6%	2.6%	2.2%&-2.2%	-4.2%&0.5%	3.6%
COc1ccc(-c2noc(N3CCC(C(=O)Nc4ccc(F)cc4Cl)CC3)n2)cc1	-5.3%	0.0%	-1.2%	-0.2%	-6.4%	-12.7%	5.7%
CSc1cccc(NC(=O)Cn2c3ncccc3c(=O)n2-c2ccc(C)cc2)c1	-9.0%	0.9%	-17.2%	-0.3%	4.7%	-10.1%	4.1%
CCOc1ccc(CCn2c3c(c(=O)[nH]c2=O)C(NC(=O)c2cccc(F)c2)(C(F)(F)F)C(=O)N3)cc1OCC (centres undefined)	-17.0%	-1.9%	-3.7%	0.3%	-29.1%	5.2%	0.7%
CCc1nn(CC(=O)NCCCc2ccccc2)c(=O)c2cc3c(OC)cccc3n12	-1.7%	0.8%	/	-11.6%	1.0%	-13.6%	/
O=C(Nc1noc2ccccc12)c1c(F)cccc1F	0.2%	0.2%	-6.6%	8.2%	?	10µM*	?
Cc1ccc(CNC(=O)c2nc(-c3ccc(Cl)cc3)n3c2CCCCC3)cc1	-3.1%	0.0%	-20.6%	-4.2%	12.4%	-8.9%	18.7%

Arranged by molar mass (rising): some entries from above
SMILES	PTAP-TSG101 blk	B2AR arrestin ag	FH mod	GALK inh	p53null 32C kill	p53null 39C tox	NTMT1 inh
O=C(Nc1noc2ccccc12)c1c(F)cccc1F	0.2%	0.2%	-6.6%	8.2%	?	10µM*	?
Cc1ccc(CNC(=O)c2nc(-c3ccc(Cl)cc3)n3c2CCCCC3)cc1	-3.1%	0.0%	-20.6%	-4.2%	12.4%	-8.9%	18.7%
COc1ccc(-c2noc(N3CCC(C(=O)Nc4ccc(F)cc4Cl)CC3)n2)cc1	-5.3%	0.0%	-1.2%	-0.2%	-6.4%	-12.7%	5.7%
COCCNC(=O)Cn1c(=O)n(CCCCCC(=O)Nc2ccccc2)c(=O)c2sccc21	-1.1%	0.8%	3.6%	2.6%	2.2%&-2.2%	-4.2%&0.5%	3.6%
CCOc1ccc(CCn2c3c(c(=O)[nH]c2=O)C(NC(=O)c2cccc(F)c2)(C(F)(F)F)C(=O)N3)cc1OCC (centres undefined)	-17.0%	-1.9%	-3.7%	0.3%	-29.1%	5.2%	0.7%

Next section.
SMILES	PTAP-TSG101 blk	B2AR arrestin ag	FH mod	GALK inh	p53null 32C kill	p53null 39C tox	NTMT1 inh
COc1cccc(NS(=O)(=O)c2ccc3[nH]cc(C(=O)NCCc4ccc(C)cc4)c(=O)c3c2)c1	-6.7%	2.5%	-5.7%	-0.5%	-4.6%	21.5%	-5.0%
CC(C)COc1ccc(C(=O)N(Cc2cccc(F)c2)C2CCS(=O)(=O)C2)cc1 (centres undefined)	-8.3%	0.4%	2.7%	0.2%	9.8%	-18.3%	5.0%
O=C(c1ccc2c(c1)N(Cc1ccc(Cl)cc1)C(=O)c1ccccc1S2=O)N1CCN(c2ccccc2F)CC1 (centres undefined)	0.0%	0.4%	-16.3%	7.8%	-1.0%	2.8%	1.8%
CCCCNC(=O)C1CCCN(S(=O)(=O)CCC)C1 (centres undefined)	-4.0%	-1.1%	-3.5%	1.9%	-6.0%	4.4%	13.5%
CCOc1ccc(NC(=O)Cc2ccc(-n3c(C)nc4cccnc43)cc2)cc1	-3.1%	0.1%	-0.9%	-1.4%	0.4%	-13.9%	-1.9%
CCOc1cccc(CNCCCSc2nnnn2C)c1	-2.9%	-3.8%	3.9%	1.3%	-1.4%	8.0%	-10.6%
Cc1cccc(C(=O)Nc2ccccc2SCc2cc(=O)c3cccc(C)c3[nH]2)c1	-6.2%	1.1%	-14.9%	-6.5%	-4.1%	-1.7%	-3.5%
COc1cccc(C(=O)Nc2ccc(Cl)c(-c3nc4ccccc4[nH]3)c2)c1	1.2%	0.5%	-30.0%	1.7%	11.1%	4.8%	18.3%
COc1cccc(NC(=O)C(CCSC)NC(=O)C2CCC(C)CC2)c1 (centres undefined)	-7.6%	0.2%	-16.5%	7.7%	10.4%	-5.7%	7.4%
Cn1cnc(S(=O)(=O)N2CCCC(C(=O)Nc3ccc(F)cc3Cl)C2)c1 (centres undefined)	-5.9%	-0.3%	17.9%	1.4%	-5.2%	4.2%	3.4%
COc1ccccc1NC(=O)CN1C(=O)C2(SCC(=O)N2c2ccc(C)c(C)c2)c2ccccc21 (centres undefined)	0.2%	0.4%	-17.7%	0.5%	36.0%[activator]	15.6%	8.9%
Cc1cccc(NC(=O)CCS(=O)(=O)c2cc(Br)cc3c2N(C(=O)C2CC2)CC3)c1C	0.4%	-1.1%	-3.9%	0.2%	-0.6%	3.8%	?
Cc1cccn2c(=O)cc(CSc3nnc(NC(=O)C(C)C)s3)nc12	-3.9%	-0.6%	-3.8%	0.8%	-1.6%	-3.6%	?
Cc1cccc(C(=O)Nc2ccc(N3CCC(N4CCCCC4)CC3)c(C(=O)O)c2)c1	-5.5%	-1.7%	-0.9%	-1.2%	2.2%	15.8%	?
COCCCNC(=O)c1ccc2c(c1)N(Cc1ccccc1)C(=O)c1ccccc1S2	-4.8%	0.6%	-16.1%	-1.0%	5.0%	14.0%	10.4%
CCCCNC(=O)CC1N=C2c3ccccc3N=C(SCC(=O)NCc3ccccc3Cl)N2C1=O (centres undefined)	-5.6%	0.7%	-6.9%	3.0%	?	-16.8%	-2.5%
Cc1ccc(NC(=O)c2ccc3c(O)c(S(=O)(=O)c4ccc(Cl)cc4)c(=O)[nH]c3c2)cc1	2.1%	3.0%	?	5.4%	-2.8%	2.1%	?
Cc1ccc(Cl)cc1N1CCN(C2(c3ccccc3)C(=O)c3ccccc3C2=O)CC1	-1.4%	-2.1%	-18.6%	1.7%	-2.1%	-17.3%	12.6%
COc1ccc(C)cc1NC(=O)CN(c1ccccc1)S(=O)(=O)N(C)C	-2.5%	0.1%	-11.1%	6.4%	-1.1%	-7.4%	-4.1%
Cc1ccccc1OCC(=O)Nc1ccc2oc(-c3ccc(F)cc3)nc2c1	1.9%	0.8%	4.0%	-1.9%	-9.5%	-7.4%	?
CCOc1ccc(NC(=O)C(=O)NCCc2csc(-c3ccc(F)cc3)n2)cc1	0.5%	-0.1%	-14.5%	-1.7%	-3.3%	0.7%	?
Cc1cccc(CSc2nc3cccnc3n2Cc2ccc(C(=O)NCc3cccs3)cc2)c1	1.9%	-0.1%	-16.8%	3.7%	-3.5%	-19.9%	?
O=C(Nc1ccc(C(=O)N2CCN(c3cccc(Cl)c3)CC2)cc1)c1nsc2ccccc12	-2.2%	0.4%	-19.5%	-0.7%	-6.1%	-31.6%	?
CCOc1ccc(-n2c(SCC(=O)Nc3ccc4c(c3)OCCO4)nc3c([nH]c4ccccc43)c2=O)cc1	1.9%	3.8%	-22.2%	3.9%	?	39.8%[activator]	5.1%
CCCCC(CC)CNC(=O)CN1C(=O)CSc2ccc(S(=O)(=O)N3CCOCC3)cc21 (centres undefined)	0.5%	-0.3%	1.7%	1.2%	-4.0%	8.9%	2.0%
CCN(CC)CCn1c(=N)n(CC(O)COc2ccccc2C)c2ccccc21 (centres undefined)	-7.7%	-0.2%	5.4%	7.0%	-2.0%	17.8µM*	?
COC(=O)c1c(-c2cccs2)csc1NC(=O)c1ccc(C(C)C)cc1	2.0%	-3.6%	-17.9%	0.5%	-10.6%	6.5%	?
COc1ccc(N2CCN(C(=O)c3cn(C)c4ccc(S(=O)(=O)N(C)C5CCCCC5)cc4c3=O)CC2)cc1	-0.7%	-0.2%	?	-1.5%	0.7%	14.9%	-8.2%
Cc1cc(O)c(C(c2cccc(F)c2)N2CCN(c3ccccc3)CC2)c(=O)n1Cc1ccco1 (centres undefined)	-3.4%	-0.8%	-6.9%	?	-4.6%	?	-3.1%
COc1ccc(CCNC(=O)c2ccc3c(c2)c(C)c(C)n3Cc2ccc(F)cc2)c(OC)c1OC	2.5%	0.5%	?	1.0%	8.7%	22.6%	13.6%
O=C(COc1ccc(Cl)cc1Cl)Nc1ccc(C(=O)OC2CCCCC2)cc1	-4.4%	-0.1%	-10.9%	-2.8%	-8.0%	-5.4%	-10.8%
COCCNC(=O)C(=O)NCC(c1cccnc1)N1CCN(c2ccccc2)CC1 (centres undefined)	-3.1%	-0.7%	4.2%	2.4%	1.2%	-3.7%	10.5%
COc1ccc(NC(=O)c2oc3ccccc3c2NC(=O)Cc2coc3c(C)c(C)ccc23)cc1	0.4%	-0.9%	-26.5%	3.5%	-2.1%	11.0%	-4.2%
CC(=O)Nc1cccc(-c2nc(-c3ccccc3)no2)c1	5.4%	-1.3%	-14.3%	-1.0%	?	-3.0%	-13.7%
Cc1ccc(N(C)S(=O)(=O)c2ccc(-c3coc(C)n3)cc2)cc1	-1.7%	0.3%	-7.5%	-1.0%	6.5%	15.7%	0.9%
Cc1ccc(/C=C/c2onc(C)c2S(=O)(=O)N2CCC(C(=O)N3CCN(c4cccc(C)c4)C(C)C3)CC2)cc1 (centres undefined)	0.6%	1.4%	-13.5%	1.7%	10.8%	-0.7%	-20.8%
Cc1cccc(Cn2c(=O)n(CC3CCC(C(=O)N4CCC(C)CC4)CC3)c(=O)c3sccc32)c1 (centres undefined)	-1.1%	1.5%	-16.5%	0.1%	-3.4%	6.7%	5.2%
CCOC(=O)c1ccc(NC(=O)C2CCCN(c3ncnc4onc(C)c34)C2)cc1 (centres undefined)	-8.8%	0.4%	-21.2%	0.9%	-7.2%	11.1%	-9.8%
Cc1ccccc1Cn1c(=O)n(CCc2ccccc2)c(=O)c2sc3ccccc3c21	-6.2%	-0.1%	0.1%	-2.4%	-4.6%	3.9%	0.6%
Cc1cccc(S(=O)(=O)c2cn(Cc3ccccc3)c3cc(N4CCCC(C)C4)c(F)cc3c2=O)c1 (centres undefined)	-7.6%	-0.3%	-1.2%	1.8%	-7.3%	-13.2%	-2.2%
COc1cccc(CNC(=O)c2sc3nc4n(c(=O)c3c2C)CCC4)c1	3.5%	-0.3%	-9.8%	3.4%	1.9%	-15.4%	-2.4%

This is a subset; count on the stated rates, not on these rows.
